# Compound activity from PubChem BioAssay.
# SR-BI HDL uptake: inhibitors of mouse SR-BI mediated HDL lipid uptake; ldlA[mSR-BI] CHO cells, DiI-HDL uptake fluorescence, 3 h; inhibition, % at 12.5 µM; 320,000 compounds, 0.96% hits;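 active = mean replicate inhibition of at least 70% and a set share of replicates each scoring 70 or more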;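 note: 0% = median of neutral control wells and 100% = median of positive control wells; values of inactives mirror those of a sister screen read the other way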
# PvdQ inh: blocks Pseudomonas aeruginosa PvdQ acylase activity; purified PvdQ acylase, fluorescence plate reader; inhibition, % at 10 µM; 340,000 compounds, 0.063% hits; in the data active = inhibition above about 30%, passing the limit was not always enough;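 note: 0% = vehicle neutral wells and 100% = reference inhibitor wells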
# Cardiac RTF inh: cardiac RTF calcium desensitization; IANBD-labeled cardiac RTF, Ca2+ fluorescence; inhibition, % at 7.15 µM; 340,000 compounds, 0.12% hits; AID 493244;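 active = inhibition above the mean inhibition of all tested compounds plus 3 SD, cut at about 17% in these data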;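 note: assay run at fixed EC70 calcium of 1.6 mM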
# SR-BI uptake up: SR-BI HDL lipid transfer activation; CHO ldlA[mSR-BI] cells, DiI-HDL uptake fluorescence, 3 h; 100 = double the neutral-control signal; AID 504775; 320,000 compounds, 0.096% hits; activation, % at 12.5 µM;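 active = mean replicate activation of at least 60% and every replicate at or above 60%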;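 note: 0% = median plate neutral-control signal and 100% = twice that signal; values of inactives mirror those of a sister screen read the other way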
#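 Material – SR-BI-overexpressing, LDLR-lacking CHO cells · Medium – BSA-supplemented, HEPES-buffered Ham's F12, pH 7.4 · Doses – single concentration · Times – compound with DiI-HDL co-incubation, 3 h at 37 °C · Measured by – bottom-read fluorescence, 550/595 nm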
# Arr AP2 block: inhibitors of human beta-arrestin and AP2 interaction; 340,000 compounds, 0.31% hits; inhibition, % at 10 µM; AID 504490; FITC-arrestin peptide / GST-AP2 beads, flow cytometry; AP2 beta2 appendage carries R879A mutation;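 active = inhibition above a set limit, near 3 SD of compounds lacking own fluorescence, cut at about 54% in these data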;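 note: plate controls were DMSO wells for no effect and 5 µM unlabelled arrestin peptide for full effect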
#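 test system = AP2 appendage R879A on GSH beads | buffer or medium = PBS plus Tween 20 (0.05%) and BSA (0.1%) | incubation = 12 min plus 1 h, RT | detection = bead flow cytometry, FITC channel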
# NSD2 HMT inh: inhibitors of human histone methyltransferase NSD2; NSD2 peptide methylation, AlphaScreen, 120 min; O96028; AID 743445; 310,000 compounds, 0.54% hits; inhibition, % at 12.5 µM; in the data active = inhibition above about 50%
# PKA-R2B act: activates the human PKA-R2B holoenzyme complex; P22694+P31323; PKA-R2B holoenzyme dissociation, Cy5-IP20 fluorescence polarization; R2B truncated from residue 108, S112A mutant; 0% DMSO only, 100% 113 µM cGMP; activation, % at 11.4 µM; 340,000 compounds, 0.079% hits;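 active = activation above a cutoff set at the mean over all compounds plus 3 SD, cut at about 18% in these data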;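 note: higher means more holoenzyme dissociation and a rise in polarization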
# Target sequence (P31323 whole entry, looked up, other chains not shown, the tested form may be a part): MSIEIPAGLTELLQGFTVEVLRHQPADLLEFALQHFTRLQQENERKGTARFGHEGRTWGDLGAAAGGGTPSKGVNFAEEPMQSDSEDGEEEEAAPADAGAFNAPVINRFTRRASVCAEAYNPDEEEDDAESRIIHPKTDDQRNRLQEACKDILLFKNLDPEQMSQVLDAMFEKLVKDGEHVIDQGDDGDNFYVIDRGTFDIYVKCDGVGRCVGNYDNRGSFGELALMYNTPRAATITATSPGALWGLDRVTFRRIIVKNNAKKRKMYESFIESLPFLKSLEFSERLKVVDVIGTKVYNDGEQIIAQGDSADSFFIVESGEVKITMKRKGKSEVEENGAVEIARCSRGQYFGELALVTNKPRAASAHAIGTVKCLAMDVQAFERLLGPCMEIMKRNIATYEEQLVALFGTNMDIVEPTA
# DAGLB inh: diacylglycerol lipase beta (human) inhibition; HEK293T DAGLB membrane lysate, EnzChek fluorogenic substrate; inhibition, % at 5.17 µM; 340,000 compounds, 0.059% hits; in the data active = inhibition above about 34%;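 note: 0% = enzyme with vehicle and 100% = wells lacking enzyme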
# Target sequence (Q8NCG7 whole entry, looked up): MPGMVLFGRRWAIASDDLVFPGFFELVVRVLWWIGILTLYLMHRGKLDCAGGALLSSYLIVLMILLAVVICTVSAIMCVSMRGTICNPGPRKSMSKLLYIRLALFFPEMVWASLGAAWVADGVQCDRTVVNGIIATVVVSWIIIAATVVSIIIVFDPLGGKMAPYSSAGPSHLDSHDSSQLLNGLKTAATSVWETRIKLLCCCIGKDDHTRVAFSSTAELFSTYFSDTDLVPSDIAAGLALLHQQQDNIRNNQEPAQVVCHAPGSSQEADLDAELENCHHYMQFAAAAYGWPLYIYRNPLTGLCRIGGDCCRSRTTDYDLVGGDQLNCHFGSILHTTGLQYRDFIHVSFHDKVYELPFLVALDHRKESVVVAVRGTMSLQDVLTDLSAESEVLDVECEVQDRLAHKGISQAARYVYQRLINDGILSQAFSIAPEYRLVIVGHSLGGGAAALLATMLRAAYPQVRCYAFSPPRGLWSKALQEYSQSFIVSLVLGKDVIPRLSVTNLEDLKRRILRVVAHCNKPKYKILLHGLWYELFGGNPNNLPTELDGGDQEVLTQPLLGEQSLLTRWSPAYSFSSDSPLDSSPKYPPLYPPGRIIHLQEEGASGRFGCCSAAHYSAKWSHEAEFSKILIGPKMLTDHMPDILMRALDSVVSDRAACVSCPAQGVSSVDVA
# C-LANA FP: KSHV C-LANA DNA binding inhibition; MBP-C-LANA/FAM-LBS DNA binding, fluorescence polarization; inhibition, % at 9 µM; 340,000 compounds, 0.078% hits;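 active = highest replicate inhibition at or above 60% at 9 µM, even if other replicates fall short; inactive = all replicates below 60% inhibition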;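 note: 0% = neutral control wells and 100% = 4 µM acridine orange control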
# Keap1 Nrf2 FP: inhibitors of human Keap1-Nrf2 protein-protein interaction. Keap1 Kelch-Nrf2 peptide fluorescence polarization, 1536-well. inhibition, % at 9.4 µM. 340,000 compounds, 0.15% hits. AID 504523; in the data active = inhibition above about 12%;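 note: human Keap1 Kelch domain with fluorescein labeled Nrf2 9mer peptide probe; 0% = neutral control wells and 100% = peptide positive control; higher means more block of Keap1 binding to Nrf2 peptide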
# Numbers without * were called inactive; · = not tested or not shown.
# Each structure is followed by: SR-BI HDL uptake	PvdQ inh	Cardiac RTF inh	SR-BI uptake up	Arr AP2 block	NSD2 HMT inh	PKA-R2B act	DAGLB inh	C-LANA FP	Keap1 Nrf2 FP
N#CCn1c2ccccc2c2nc3ccccc3nc21
  -11	-14	3	11	9	19	-15	-1	0.9	-3
CC1CCC(NC(=O)COC(=O)c2cccnc2Cl)CC1 (centres undefined)
  -17	-8	-5	17	-12	1	-1	-2	1.2	0
O=C(Nc1cccc(Cl)c1)/C(=C\c1cccnc1)NC(=O)c1ccco1
  -20	-6	-12	20	30	-1	-3	6	1.2	-4
CC(C)[C@H](NC(=O)c1ccc(C(C)(C)C)cc1)C(=O)N1CCN(Cc2ccc3c(c2)OCO3)CC1
  7	5	0	-7	29	-2	5	-18	-2.4	-3
CCc1sc(C(=O)Nc2ccc(F)cc2C)cc1C
  17	3	1	-17	32	-3	-7	-3	-0.2	2
Cn1nc(-c2ccccc2)cc1NC(=O)c1ccc(Cl)cc1
  9	-13	10	-9	-2	·	-5	-2	0.8	-8
Cc1cc(C)n(-c2ccc(Oc3ccccc3)c(S(=O)(=O)O)c2)n1
  -7	-2	-6	7	4	17	8	0	1.6	-1
COc1ccc(C(=O)Nc2ccncc2)c(OC)c1
  2	-5	1	-2	-3	-2	0	3	0.1	-2
CCNC(=O)NC(=O)C(C)OC(=O)CCCSc1nc2ccccc2s1 (centres undefined)
  -22	-12	-11	22	5	-1	1	-2	-2.4	-3
CCOC(=O)c1cn(CC)c2cc(N3CCN(C)CC3)c(F)cc2c1=O
  10	0	-2	-10	31	2	2	-3	-0.5	1
N#Cc1sc2nc3c(cc2c1N)CCCC3
  -38	-14	-6	38	-17	-2	-3	1	1.2	-3
O=c1c2ccccc2oc2ccc(-c3ccc4cc[nH]c4c3)cc12
  25	-24	3	-25	2	·	-4	-3	0.1	-5
COc1ccc(-c2oc(NC(C)=O)c(C#N)c2-c2ccc(OC)cc2)cc1
  40	1	-5	-40	19	2	-22	2	0.6	4
Cc1ccccc1-n1c(C)nc2ccccc21
  -10	-11	-10	10	1	-1	9	0	-1.0	-2
CCCCN(C(=O)CNC(=O)c1ccco1)C(C(=O)NC1CCCCC1)c1ccc(OC)cc1OC (centres undefined)
  9	-5	-11	-9	-6	-3	-3	-5	-0.1	5
Cc1ccc(CN(c2ccc(C(=O)N3CCc4ccccc4C3)cc2)S(C)(=O)=O)cc1
  27	-16	-6	-27	-5	-1	4	1	0.7	0
Cc1nn(-c2ccccc2)c2[nH]c(=O)c(CNc3ccc(N4CCOCC4)cc3)cc12
  -13	2	-8	13	26	-2	-25	11	-1.0	-5
O=C(NNC(=O)C(O)c1ccccc1)NC1CCCCC1 (centres undefined)
  -31	-8	2	31	20	-1	-3	1	0.8	0
C=CCn1c(SCC#N)nc2sc(CC)cc2c1=O
  ·	-6	-8	·	10	0	-6	0	1.6	5
O=C(Cc1ccc2c(c1)OCCO2)Nc1cccc(S(=O)(=O)N2CCOCC2)c1
  -8	-1	6	8	-10	5	0	0	0.3	-7

# Reprinted from the part before: 2 compounds; new compounds follow.
# Each structure is followed by: SR-BI HDL uptake	PvdQ inh	Cardiac RTF inh	SR-BI uptake up	Arr AP2 block	NSD2 HMT inh	PKA-R2B act	DAGLB inh	C-LANA FP	Keap1 Nrf2 FP
C=CCn1c(SCC#N)nc2sc(CC)cc2c1=O
  ·	-6	-8	·	10	0	-6	0	1.6	5
O=C(Cc1ccc2c(c1)OCCO2)Nc1cccc(S(=O)(=O)N2CCOCC2)c1
  -8	-1	6	8	-10	5	0	0	0.3	-7
Cn1cc(C(=O)c2ccccc2)cc1-c1nc2ccccc2n1C
  18	-3	-7	-18	0	5	-2	0	1.6	0
CN1c2ccc([N+](=O)[O-])cc2N(C)C1(C)c1ccccc1 (centres undefined)
  -16	11	-2	16	38	10	-9	37*	0.1	1
CC(C)Cn1c2c(c(=O)[nH]c1=O)C(C(F)(F)F)(C(F)(F)F)N=C(CCC1CCCCC1)N2
  -6	-15	6	6	-1	-3	3	-2	-0.9	0
Cc1cc(NC(=O)COC(=O)c2ccc(S(=O)(=O)N3CCCC3)cc2)no1
  -8	-11	-8	8	-11	0	-3	-5	-0.8	-3
Cc1onc(-c2c(F)cccc2Cl)c1C(=O)OCc1cnc(Cl)s1
  -2	-7	-3	2	6	-4	-6	-4	0.8	-5
Cc1cccc(C(=O)NCC(=O)OCC(=O)N2CCc3ccccc32)c1
  -6	7	10	6	18	-1	-7	0	-2.3	-3
C=CCNC(=S)NNC(=O)c1ccc(=O)n(Cc2ccccc2)c1
  0	-19	·	0	-2	-3	·	·	-2.5	1
C[C@@H](NC(=O)c1coc(=O)c(Br)c1)c1ccccc1
  7	-12	-11	-7	1	17	0	0	-1.1	1
OC1CCC(NC(=S)Nc2ccc(SC(F)F)cc2)CC1 (centres undefined)
  -12	6	-3	12	18	0	-3	0	-0.2	-4
Cc1ccc(-n2nnnc2Sc2nc([N+](=O)[O-])nn2C)cc1C
  -4	-5	3	4	2	-1	-4	2	1.0	-2
O=C(O)c1ccc(OS(=O)(=O)c2ccc(Cl)s2)cc1
  18	-12	-32	-18	-4	10	-7	3	0.0	-4
CCOc1ccc(CNC(=O)Cn2ccc3cc(S(=O)(=O)N4CCCCCC4)ccc32)cc1
  34	-9	-14	-34	16	-2	0	0	-0.5	3
Clc1ccc(OCCOCCOc2cccc3cccnc23)c(Br)c1
  2	-21	-27	-2	-3	-1	2	-11	2.1	-4
O=C(COC(=O)/C=C/c1cccc(F)c1)NC1CC1
  -11	3	-5	11	40	1	2	1	0.1	0
CCSc1cnn(-c2ccccc2)c(=O)c1Cl
  -5	-13	-11	5	-11	0	6	-4	-0.5	-3
O=[N+]([O-])c1ccccc1N=Nc1c(O)[nH]c2ccc(F)cc12
  0	-1	-5	0	27	-3	-1	2	-1.5	5
CCOC(=O)c1[nH]c2ccc(F)cc2c1NC(=O)C(C)N1CCc2cc(OC)c(OC)cc2C1 (centres undefined)
  7	4	-10	-7	17	0	11	-1	0.5	2
COCCCC1CCN(Cc2cn[nH]c2-c2cc(OC)c(OC)c(OC)c2)CC1
  ·	-13	-3	·	-13	-2	6	1	0.8	-4
Cc1ccc(/C=C2\SC(=S)N(C3CCS(=O)(=O)C3)C2=O)cc1 (centres undefined)
  -5	2	-4	5	13	6	0	1	1.5	1
CN1C(=O)N(C)C(NC(=O)Nc2ccccc2)C1NC(=O)Nc1ccccc1 (centres undefined)
  -7	-2	-3	7	2	2	-10	-1	2.2	3

# Remaining list, next part:
# Each structure is followed by: SR-BI HDL uptake	PvdQ inh	Cardiac RTF inh	SR-BI uptake up	Arr AP2 block	NSD2 HMT inh	PKA-R2B act	DAGLB inh	C-LANA FP	Keap1 Nrf2 FP
COc1ccc(-c2ccc(-c3noc(C(C)C)n3)c(OC)n2)cc1
  51	-20	-3	-51	6	-3	-6	-16	0.8	-7
CN(Cc1cccs1)C(=O)CN1CCN(S(=O)(=O)c2ccc3c(c2)OCCCO3)CC1
  -2	2	-2	2	19	-2	-12	-1	0.5	2
O=S(=O)(Nc1ccc(N2CCCCC2)cc1)c1cccs1
  -8	-2	5	8	11	17	1	5	2.1	-1
Cc1ccc(S(=O)(=O)NCCNc2ccc(Br)c(C)c2)cc1
  4	-18	-4	-4	-14	0	-10	-4	0.5	-3
CCCOc1ccc(N2C(=O)CC(SCCc3nc4ccccc4[nH]3)C2=O)cc1 (centres undefined)
  25	-2	0	-25	-2	1	-6	-2	0.6	-2
Cc1ccccc1-c1noc(-c2ccccc2C(=O)NCc2ccco2)n1
  9	-7	-8	-9	24	1	1	-5	-1.3	-4
O=C(COC(=O)Cc1ccccc1[N+](=O)[O-])NCC1CCCCC1
  -12	-10	-30	12	9	-3	-10	-1	-1.3	1
CC(=C/c1ccco1)/C=N/N1CCN(c2ccccc2)CC1
  6	-23	-5	-6	14	-2	-10	0	1.1	-3
O=C(NCc1ccncc1)C(=O)NCc1ccncc1
  -4	7	-8	4	15	-2	-14	1	-0.1	1
CC(=O)c1cc2c(cc1NC(=O)c1ccco1)OCCO2
  36	-4	-2	-28	-3	1	-6	-2	-0.6	-1
COc1ccc2ccccc2c1C(=O)/C=C\c1ccoc1
  -18	7	0	18	0	4	7	-3	-0.9	-4
COc1ccc(OCCOc2ccc(N(C)S(=O)(=O)c3ccccc3)cc2)cc1
  7	3	0	-7	19	·	-4	-7	-0.8	1
O=C(CCCn1cc([N+](=O)[O-])cn1)Nc1cccnc1
  -17	-9	4	17	-1	1	-1	2	-3.2	4
CCC(=O)NS(=O)(=O)c1ccc(N=NN2CCCCC2)cc1
  -10	-13	2	10	-2	-5	-3	0	-0.4	1
NC(=O)C1CCN(C(=O)c2cc3c(s2)CCCCC3)CC1
  -7	-12	-3	7	-9	-1	-2	0	0.0	-4
CNC(=O)c1sc(-c2ccccn2)nc1C
  ·	-15	-7	·	-2	-5	-8	-1	-1.2	-1
CCNc1ccc(C(=O)OCC(=O)NC(C)c2ccccc2)cc1[N+](=O)[O-] (centres undefined)
  -20	5	-5	20	37	-2	-5	0	0.8	1
CC(=C1C(=O)c2ccccc2C1=O)N1CCN(c2ccc(F)cc2)CC1
  -10	13	-4	10	14	21	0	-2	-1.6	-6
O=C(N[C@@H](Cc1ccccc1)C(=O)Nc1ccc(F)cc1)C1CCNCC1
  -21	-12	-4	21	0	1	-1	0	1.0	-4
C=CCNC(=O)CSc1nnc(-c2ccccn2)n1Cc1ccccc1
  -28	9	-7	28	34	-1	9	2	1.6	3

# (listing goes on)
# Each structure is followed by: SR-BI HDL uptake	PvdQ inh	Cardiac RTF inh	SR-BI uptake up	Arr AP2 block	NSD2 HMT inh	PKA-R2B act	DAGLB inh	C-LANA FP	Keap1 Nrf2 FP
CN(C)NC1CCS(=O)(=O)C1 (centres undefined)
  -25	-3	-4	25	0	1	-13	2	-0.6	-2
Cc1ccccc1NS(=O)(=O)c1ccc2[nH]c(=O)[nH]c2c1
  2	-10	·	-2	28	-4	·	·	-1.3	2
Cc1cc(Cl)ccc1N(CC(=O)NCc1ccc2c(c1)OCO2)S(C)(=O)=O
  -16	3	·	16	60*	-2	·	·	-0.1	2
COc1ccc(N2CCN(C(CNS(=O)(=O)c3ccc(C)cc3)c3ccccc3)CC2)cc1 (centres undefined)
  -4	-3	-4	4	9	1	-2	-2	-0.5	-1
COC(=O)COc1ccc2oc(=O)cc(C)c2c1
  -19	-4	-6	19	6	-1	-3	2	1.2	-5
Cc1noc(C)c1NC(=O)N(C)C[C@@H]1Oc2ccc(NC(=O)C3CCCCC3)cc2C(=O)N([C@@H](C)CO)C[C@H]1C
  -26	-5	8	26	·	·	-11	-1	0.0	5
CC1CCC(NC(=O)COC(=O)CSc2ccc(C(N)=O)cc2[N+](=O)[O-])CC1 (centres undefined)
  17	3	7	-17	11	-2	-6	5	-1.2	-4
COc1ccc(NC2CCCN(C(=O)c3ccc(OC)o3)C2)cc1 (centres undefined)
  8	-10	-7	-8	1	5	8	1	-2.2	-5
